Compound activity: PubChem, National Center for Advancing Translational Sciences (NCATS)
Glioma ERSR ind: qHTS for Inducers of the Endoplasmic Reticulum Stress Response (ERSR) in Human Glioma: qHTS; U87-MG GRP78 promoter luciferase reporter, 16 h; Potency, µM, for the others: at the top dose activation, hits mostly activators; 420,000 compounds, 0.02% hits; note: potency is the fitted concentration of half-maximal effect; series mostly up to about 76 µM; % of control where 0% means no effect; nearly all actives have a fitted effect of over 35% in size
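ERSR induction read as luciferase luminescence (Bright-Glo, 10 min at room temperature) in stably transfected human U87-MG glioma cells exposed to compounds for 16 h, using GRP78 as sensor.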
Vif-A3F inh: qHTS for Inhibitors of Vif-A3F Interactions: qHTS. HeLa A3F-eYFP + Vif (tagged APOBEC3F with the HIV-1 protein that degrades it), YFP fluorescence increase. Potency, µM (titrated, usually from 46.1 µM), for inactives: top-dose activity, negative = active. 390,000 compounds, 0.2% hits. AID 602313, 2012; note: potency is the fitted concentration of half-maximal effect; % of control where 0% means no effect; nearly all actives have a fitted effect of over 65% in size
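HeLa cells stably expressing A3F-eYFP plus Vif, plated and incubated overnight at 37 deg C, then exposed to compounds overnight at 37 deg C. Blocked degradation read as raised yellow fluorescence (Ex 488/Em 500-530).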
IDH1 R132H inh: qHTS for Inhibitors of mutant isocitrate dehydrogenase 1 (IDH1): qHTS | AID 602179, 2012 | Potency, µM (doses to about 76.6 µM), for the others: at the top dose activity change, negative = inhibition, most hits filed as inhibitors | 390,000 compounds, 0.093% hits | Isocitrate dehydrogenase [NADP] cytoplasmic (Homo sapiens), O75874 | IDH1-R132H enzyme, NADPH consumption, diaphorase/resazurin fluorescence; note: potency is the fitted concentration of half-maximal effect; % is set by controls: 0 for no effect and ±100 for the full control effect; nearly all actives have a fitted effect of over 65% in size
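IDH1-R132H (0.5 ug/mL) preincubated 30 min with compound, then NADPH (0.016 mM) and alpha-KG (2 mM) added; 80 min at RT, pH 7.5. Remaining NADPH coupled via diaphorase/resazurin to fluorescence (540/590 nm); concentration-response curves normalized to no-enzyme control.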
RGS4 inhibitor: Inhibitors of Regulator of G Protein Signaling (RGS) 4: qHTS. Regulator of G-protein signaling 4 (Homo sapiens), P49798. Transcreener GDP fluorescence polarization, RGS4-accelerated GTP hydrolysis. Potency, µM (titrated, usually from 114 µM), for inactives: at the top dose activity change, negative = inhibition, actives largely listed as inhibitors. 390,000 compounds, 0.039% hits. AID 504845, 2011; note: potency is the fitted concentration of half-maximal effect; % is set by controls: 0 for no effect and ±100 for the full control effect; nearly all actives have a fitted effect of over 75% in size; some results filed as inactive show a strong effect at the top dose
Target sequence (P49798 whole entry, looked up): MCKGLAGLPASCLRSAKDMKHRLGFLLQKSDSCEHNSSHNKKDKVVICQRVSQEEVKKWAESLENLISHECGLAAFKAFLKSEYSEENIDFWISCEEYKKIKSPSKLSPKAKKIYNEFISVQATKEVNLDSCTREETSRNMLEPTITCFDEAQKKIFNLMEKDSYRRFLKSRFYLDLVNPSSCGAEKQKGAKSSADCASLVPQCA
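MLSMR compounds (23 nl, pin-transferred) preincubated 10 min at room temperature with a 500nM (2x) first reagent, then RGS4 at 900nM (2x) plus Transcreener GDP mix added; fluorescence polarization (620/688 nm) read before and after 90 min at 30 °C.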
Vif-A3G inh: qHTS for Inhibitors of Vif-A3G Interactions: qHTS; 410,000 compounds, 0.076% hits; AID 602310, 2012; Potency, µM (top dose mostly 46.1 µM), for the others: top-dose activity, negative = active, usual class: inhibitors; HeLa A3G-eYFP + Vif (tagged APOBEC3G with the HIV-1 protein that degrades it), YFP fluorescence, overnight; DNA dC->dU-editing enzyme APOBEC-3G (Homo sapiens), Q9HC16;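 note: potency is the fitted concentration of half-maximal effect; % is set by controls: 0 for no effect and ±100 for the full control effect; nearly all actives have a fitted effect of over 60% in size; hits raise eYFP signal because A3G escapes Vif-driven loss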
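Read-out is eYFP fluorescence (Ex 488/Em 500-530) from Vif-expressing HeLa A3G-eYFP cells; more signal means A3G escaped Vif-mediated degradation. Cells plated overnight, compound pinned in, incubated overnight at 37 deg C.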
TrxR1 substrate: qHTS Assay for Substrates of Mammalian Selenoprotein Thioredoxin Reductase 1 (TrxR1): qHTS. Potency, µM (doses to about 114 µM), without a hit: at the top dose activity change, negative = substrate turnover. Thioredoxin reductase 1, cytoplasmic (Rattus norvegicus), O89049. AID 588456, 2011. purified TrxR1 substrate turnover, NADPH consumption readout. 390,000 compounds, 0.01% hits; note: potency is the fitted concentration of half-maximal effect; % is set by controls: 0 for no effect and ±100 for the full control effect; nearly all actives have a fitted effect of over 50% in size
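Rat TrxR1, dispensed at 90 nM, was prereduced with 400 uM NADPH (final) for 5 min at ~22 deg C, then incubated with compound 15 min before 400 uM selenite. A first-read NADPH fluorescence drop versus no-compound background flagged substrates.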
TrxR1 inh: qHTS Assay for Inhibitors of Mammalian Selenoprotein Thioredoxin Reductase 1 (TrxR1): qHTS; Thioredoxin reductase 1, cytoplasmic (Rattus norvegicus), O89049; 390,000 compounds, 1% hits; recombinant rTrxR1, NADPH fluorescence consumption, selenite substrate; Potency, µM (titrated, usually from 114 µM), for inactives: top-dose activity change, negative = inhibition, actives largely listed as inhibitors; note: potency is the fitted concentration of half-maximal effect; % is set by controls: 0 for no effect and ±100 for the full control effect; nearly all actives have a fitted effect of over 65% in size
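Rat TrxR1 (90 nM in the dispensed reagent) was pre-reduced with 400 uM NADPH for 5 min at room temperature, then incubated with compound for 15 min. After 400 uM selenite was added, NADPH fluorescence (Ex 340/Em 450 nm) was followed for 8 min.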
LDHA block: qHTS assay for inhibitors of human lactate dehydrogenase. L-lactate dehydrogenase A chain (Homo sapiens), P00338. purified LDHA, NADH/diaphorase-resazurin fluorescence; stronger effect = lower value. activity change, % (values are at about 110 or 230 µM). 480,000 compounds, 0.15% hits; in the data active = activity change below about -30%; inconclusive = mostly about -25% to -30%;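 note: plate controls were DMSO wells for no effect and wells without enzyme for full effect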
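Resorufin fluorescence (ex540/em590), read at 0 and 20 min after diaphorase/resazurin addition, reports the NADH left after a 5 min room-temperature reaction of 2 nM human LDH5 with 0.06 mM NADH and 0.2 mM pyruvate.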
USP1 inh: Inhibitors of USP1/UAF1: Primary Screen | AID 743255, 2014 | 390,000 compounds, 0.23% hits | recombinant USP1/UAF1, Ub-Rhodamine cleavage fluorescence | Ubiquitin carboxyl-terminal hydrolase 1 (Homo sapiens), O94782 | Potency, µM (titrated, usually from 57.1 µM), without a hit: top-dose activity change, negative = inhibition, usual class: inhibitors; note: potency is the fitted concentration of half-maximal effect; % is set by controls: 0 for no effect and ±100 for the full control effect; nearly all actives have a fitted effect of over 60% in size; inactives centre near -12
Target sequence (O94782 whole entry, looked up): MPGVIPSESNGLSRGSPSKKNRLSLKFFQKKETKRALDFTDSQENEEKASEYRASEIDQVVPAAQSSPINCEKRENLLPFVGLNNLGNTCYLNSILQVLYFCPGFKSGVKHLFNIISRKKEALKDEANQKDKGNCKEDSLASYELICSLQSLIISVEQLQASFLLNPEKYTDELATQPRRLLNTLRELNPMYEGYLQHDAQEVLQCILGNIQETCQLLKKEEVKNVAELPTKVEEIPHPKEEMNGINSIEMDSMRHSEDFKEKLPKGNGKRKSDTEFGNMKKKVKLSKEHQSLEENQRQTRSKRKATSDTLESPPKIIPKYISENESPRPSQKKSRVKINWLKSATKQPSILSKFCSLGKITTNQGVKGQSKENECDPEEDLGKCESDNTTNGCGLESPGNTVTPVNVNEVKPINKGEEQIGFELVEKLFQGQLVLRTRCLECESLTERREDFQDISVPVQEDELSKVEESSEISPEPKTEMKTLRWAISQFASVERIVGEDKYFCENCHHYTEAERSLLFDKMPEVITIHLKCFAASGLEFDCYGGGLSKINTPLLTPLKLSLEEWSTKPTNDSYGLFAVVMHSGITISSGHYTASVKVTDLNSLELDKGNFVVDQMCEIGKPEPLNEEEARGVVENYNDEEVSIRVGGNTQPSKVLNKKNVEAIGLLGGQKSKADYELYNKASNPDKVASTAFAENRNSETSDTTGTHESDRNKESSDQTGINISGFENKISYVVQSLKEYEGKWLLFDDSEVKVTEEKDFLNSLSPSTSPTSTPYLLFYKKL
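Step one: compound is pinned into 1nM USP1/UAF1 in HEPES pH 7.8 buffer with TCEP. Step two: 15 min room-temperature incubation. Step three: Ub-Rho (150nM final) starts cleavage, tracked by fluorescence over six one-minute reads.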
Numbers without * were called inactive; ? = inconclusive; nt = not tested or not shown; [ ] = remark or other dose. Unless noted, calls come from the whole dose curve; as a rule, active = well fitted curve in the direction sought with a large enough effect; inconclusive = small, poorly fitted or top-dose-only effect, or another doubt; inactive = no such curve, though single readings can be large; an effect the other way counts as inactive or inconclusive. Not all compounds are listed; rates above refer to the full screens.

item	Compound	Glioma ERSR ind	Vif-A3F inh	IDH1 R132H inh	RGS4 inhibitor	Vif-A3G inh	TrxR1 substrate	TrxR1 inh	LDHA block	USP1 inh
1	Cc1c(Cl)cccc1N1CC(C(=O)Nc2nccs2)CC1=O (stereo not given)	-7%	-6%	8%	-10%	1%	12%[57.1 µM]	6%[57.1 µM]	-7	-4%
2	COc1cc(/C(C)=N/N2CCOCC2)cc(OC)c1OC	-1%	0%	-14%	2%	-5%	3%	20%	-12	-19%
3	Nc1c(N2CCOCC2)cc(Cl)c2nonc12	-3%	-3%	12%	-46%	-2%	0%[57.1 µM]	0%[57.1 µM]	36	-27%
4	Cc1ccc(CN2CCC(n3nccc3NC(=O)c3ccccc3C)CC2)o1	-1%	1%	-3%	4%	-3%	9%[57.1 µM]	0%[57.1 µM]	-12	-14%
5	CCN1C(=O)c2ccccc2Sc2ccc(C(=O)NCCC(C)C)cc21	-3%	3%	7%	9%	-4%	-8%	-11%	-7	-34%
6	O=C(Nc1ccc2c(c1)OCO2)c1ccc[n+]([O-])c1	0%	-2%	1%	11%	-1%	-8%	-21%	0	-23%
7	N#Cc1nc(-c2ccc(OCc3ccccc3Cl)cc2)oc1N1CCC(C(N)=O)CC1	3%	nt	nt	3%	-2%	17%	10%	-9	nt
8	COc1cc(/C=C/C(=O)OCC(=O)N2CCC(C)CC2)ccc1O	-5%	-5%	2%	-17%	0%	-12%	-21%	-4	-6%
9	COc1cccc(Nc2sc(C(=O)c3ccc(Cl)cc3)c(N)c2C(=O)NCCc2ccc(OC)c(OC)c2)c1	-3%	0%	?	-6%	2%	1%[57.1 µM]	9%[57.1 µM]	-4	-17%
10	COc1ccccc1CNC(=O)CN1CCN(S(=O)(=O)c2cccs2)CC1	-3%	-6%	7%	-4%[56.9 µM]	1%	0%	27%	-4	-17%
11	O=C(CSc1nnc(COc2cccc3ccccc23)o1)N1c2ccccc2CCc2ccccc21	1%	nt	0%	-4%	-1%	-8%	-4%	-9	-22%
12	Cc1c(/C(O)=C2\C(=O)C(=O)N(CCCN(C)C)C2c2cccs2)cnn1-c1ccccc1 (stereo not given)	-1%	-11%	5%	-28%[11.4 µM]	6%	7%	-11%	-1	-9%
13	CNc1nc(Oc2ccccc2C(=O)OC)nc(SC)n1	0%	1%	5%	-26%	-1%	2%[57.1 µM]	2%[57.1 µM]	-9	3%
14	COCCn1cnnc1SCC(=O)Nc1cc(OC)c([N+](=O)[O-])cc1C	-5%	0%	0%	-3%	-6%	-19%	-26%	-12	-25%
15	CCCN(c1ccccc1F)S(=O)(=O)c1cc(-c2cc(C)no2)ccc1OC	-5%	-1%	7%	-9%	-1%	-2%	35%	-2	-5%
16	CCOc1ccccc1Nc1ccc(C(=O)O)cc1N	-1%	?	-2%	-26%	-2%	13%	17%[57.1 µM]	8	-10%
17	Cc1cccc(N2CCN(C(=O)CN3C(=O)CSc4c3c(C)nn4-c3ccccc3)CC2)c1C	-1%	10%	7%	-3%	1%	0%[57.1 µM]	6%[57.1 µM]	-3	-26%
18	COc1cccc(/C=C2/C(=O)NN(c3ccc(C)c(C)c3)C2=O)c1	-9%	-28%	-2%	?	-6%	2%	?	0	-23%
19	Cc1cc(C)c(/C=C(\C#N)C(N)=S)c(C)c1	-3%	1%	-1%	-33%	-5%	1%	6%	0	-27%
20	COc1ccc(C(=O)/C=C/NCc2ccc(F)cc2)cc1OC	-2%	1%	9%	4%	0%	0%[57.1 µM]	8%	-6	-18%
21	Cc1ccc(NC(=O)CC(C(=O)O)c2ccccc2)cc1 (stereo not given)	-1%	9%	5%	17%	-1%	2%	11%	-1	3%
22	CC(=O)Nc1sc(C)c(C)c1C(=O)OC(C)C	-4%	-16%	-1%	?	-3%	1%	2%	-4	-4%
23	Cc1cc(-c2ccccc2)nc2[n+]1CCN2C	-1%	-8%	0%	10%	1%	36%[activator]	2%	-1	-10%
24	Cn1c(C(=O)NCC2CCCO2)cc2c(=O)n3ccccc3nc21 (stereo not given)	0%	-2%	-1%	-14%	-4%	342%[activator][57.1 µM]	146%[activator][57.1 µM]	-5	-21%
25	Cc1cc(C)n(C(=O)CCC(=O)Nc2ccc(C)c(C)c2)n1	-3%	2%	4%	-1%	2%	-6%	-15%	-2	-10%
26	CC(C)N(Cc1ccccc1)C(=O)COC(=O)c1ccc2c(c1)OCCO2	2%	2%	3%	-16%	-5%	2%	4%	-1	-20%
27	COC(=O)c1sccc1NC(=S)Nc1cc(C)cc(C)c1	-4%	25µM*	15%	-8%	1%	-11%	-32%	-6	3%
28	O=C(COC(=O)c1ccc(CO)cc1)c1ccc(S(=O)(=O)N2CCCCC2)cc1	-3%	-4%	-1%	-40%	-2%	-1%	21%	1	-25%
29	CCCCC(=O)Nc1cc(OC)c(NC(=S)Nc2ccc(OC)cc2)cc1OC	-1%	9%	-2%	-2%	2%	2%	6%	5	-18%
30	CCOC(=O)C/C(C)=N/NC(=O)c1cccs1	8%	-13%	-1%	10%	0%	-9%	-1%	7	-1%
31	O=C(O)c1cc(S(=O)(=O)Nc2ccc3cn[nH]c3c2)ccc1Cl	-2%	-4%	4%	-19%	2%	10%	25%	6	-24%
32	Cc1cc(C)cc(NC(=O)C[n+]2ccccc2)c1	-2%	7%	0%	-7%	0%	2%	24%	-2	-10%
33	O=C(Nc1c(Cl)cc([N+](=O)[O-])cc1Cl)c1cc(Cl)ccc1O	-2%	nt	nt	-24%	-12%	-3%	2%	6	nt
34	COc1ccc(Nc2nc(N3CCN(S(C)(=O)=O)CC3)nc3ccccc23)c(OC)c1	-4%	-12%	3%	-25%	0%	43%[activator]	8%	-3	-15%
35	CCCCCCCCN1C(=O)C(O)=C(C(C)=O)C1c1ccccn1 (stereo not given)	0%	9%	0%	-21%	2%	-4%	-10%	-1	-19%
36	Cc1ccc(/C=N/NC(=O)c2cc(-c3ccncc3)nc3ccccc23)o1	2%	-10%	0%	-5%	?	-8%	-7%	-11	-10%
37	CC1=C(C(=O)Nc2ccc(Cl)cc2)C(C(C)C)n2nc(SCc3ccc(Cl)cc3)nc2N1 (stereo not given)	-3%	3%	16%	4%	5%	10%	20%	-17	-8%
38	CC(C)[C@H](NC(=O)c1ccccc1)C(=O)OCC(=O)Nc1sccc1C(N)=O	1%	-21%	-7%	11%	3%	1%	24%	-12	-8%
39	CCn1cc(/C=C(\NC(=O)c2ccc(C)cc2)C(=O)NCCCN2CCOCC2)c2ccccc21	-6%	-6%	10%	-25%[56.9 µM]	3%	-6%[57.1 µM]	31%[57.1 µM]	2	-8%
40	COc1ccc(-c2cc(=O)oc3cc(OC(=O)C4CCCCC4)c(Cl)cc23)cc1	-4%	0%	1%	-17%	11%	5%	-9%	1	-23%
